Bioassay records from PubChem.
TEAD-YAP block: TEAD-YAP interaction inhibition; inhibition, % at 9.12 µM; AID 1259422; HEK-TIYL cells, TEAD-Gal4/YAP UAS-luciferase luminescence; 1.4% of 640,000 active; in the data active = inhibition above about 32%;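 also: 0% = median of test compound wells and 100% = reference inhibitor wells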
MITF inh: inhibitors of human MITF | O75030 | AlphaScreen MITF homodimerization, bead proximity signal | inhibition, % at 2.6 µM | 0.91% of 650,000 active | AID 1259374; in the data active = inhibition above about 50%;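 also: 0% = vehicle wells with protein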
Target sequence (O75030 whole entry, looked up): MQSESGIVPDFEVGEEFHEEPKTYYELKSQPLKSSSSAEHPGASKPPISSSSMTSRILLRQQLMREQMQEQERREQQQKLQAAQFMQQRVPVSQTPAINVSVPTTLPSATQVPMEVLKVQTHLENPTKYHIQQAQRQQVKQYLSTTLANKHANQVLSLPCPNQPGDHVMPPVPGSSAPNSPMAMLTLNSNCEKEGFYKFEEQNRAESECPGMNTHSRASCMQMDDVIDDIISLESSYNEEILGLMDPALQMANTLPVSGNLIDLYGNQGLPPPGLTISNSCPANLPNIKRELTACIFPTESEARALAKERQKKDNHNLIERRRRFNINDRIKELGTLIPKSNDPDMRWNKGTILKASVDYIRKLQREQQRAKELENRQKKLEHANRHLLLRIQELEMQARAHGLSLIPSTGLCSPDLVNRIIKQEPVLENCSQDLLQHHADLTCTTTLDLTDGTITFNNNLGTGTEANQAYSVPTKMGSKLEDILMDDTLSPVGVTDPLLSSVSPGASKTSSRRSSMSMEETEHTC
FBW7 activator: human FBW7 E3 ligase activation, primary screen; AlphaScreen FBW7–phospho-cyclin E peptide binding, activator screen; 0.13% of 650,000 active; normalized activity (activation), % at 26.1 µM; in the data active = normalized activity above about 1.9%;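 also: purified mutant Fbw7 with reduced substrate affinity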
GPR151 activ: activates the human receptor GPR151; PathHunter beta-arrestin GPR151 cells, luminescence; 1% of 650,000 active; Q8TDV0; activation, % at 11.2 µM; in the data active = activation above about 4.9%;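 also: 0% = median of compound wells and 100% = cells with positive control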
Target sequence (Q8TDV0 whole entry, looked up): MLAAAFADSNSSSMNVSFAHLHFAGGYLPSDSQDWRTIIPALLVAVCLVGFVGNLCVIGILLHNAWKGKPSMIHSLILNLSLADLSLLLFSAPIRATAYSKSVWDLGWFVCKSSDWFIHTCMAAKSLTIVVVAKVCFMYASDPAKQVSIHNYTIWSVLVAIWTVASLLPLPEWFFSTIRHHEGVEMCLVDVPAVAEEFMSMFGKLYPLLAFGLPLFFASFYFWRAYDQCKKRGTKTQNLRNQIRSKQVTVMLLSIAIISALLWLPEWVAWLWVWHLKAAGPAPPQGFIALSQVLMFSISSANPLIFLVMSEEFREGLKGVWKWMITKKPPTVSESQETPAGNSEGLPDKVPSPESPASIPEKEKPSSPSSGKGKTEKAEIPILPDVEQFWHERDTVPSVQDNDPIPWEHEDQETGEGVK
An asterisk follows results filed as active; . = no result given.

SMILES	TEAD-YAP block	MITF inh	FBW7 activator	GPR151 activ
Cc1ccc(CNc2ccc3ncc(-c4cccc(C(=O)NCCN(C)C)c4)n3n2)c(C)c1	12	-7	-1.0	1.9
CN(C)C(=O)C12CC3CC(CC(C3)C1)C2	5	-5	-0.1	-1.2
c1ccc(Oc2ccc(Nc3ccnc(-c4ccccc4)n3)cc2)cc1	-11	-10	0.0	2.6
Cc1ccccc1OCC(=O)NCC(=O)OCC(=O)c1ccc(Br)cc1	6	-22	0.3	-0.8
O=[N+]([O-])c1ccc(/C=N/Nc2nc3ccccc3o2)cc1	-24	-12	0.1	0.8
COc1ccc(C(=O)NC(=S)NC2CCS(=O)(=O)C2)cc1 (stereo unspecified)	2	38	0.0	0.3
COC(=O)c1c(NC(=O)c2ccoc2C)sc2c1CCC(C(C)(C)C)C2 (stereo unspecified)	4	3	0.0	1.4
CCCNC(=O)c1c(Cl)nc(Cl)c(Cl)c1Cl	16	6	0.8	-0.2
COC(=O)c1ccc(CC2(c3cccc(F)c3)C(=O)Nc3cc(F)ccc32)o1 (stereo unspecified)	1	7	0.2	2.8
COc1ccc(S(=O)(=O)Nc2ccc3oc(C)c(C(C)=O)c3c2)cc1[N+](=O)[O-]	10	3	0.1	0.1
Cc1cc(C)c(NS(=O)(=O)c2ccc(NC(=O)COc3ccc(Cl)cc3)cc2)c(C)c1	-6	0	0.1	-0.7
CCOc1ccc(C2C(C#N)=C(N)Oc3cc(O)ccc32)cc1OC (stereo unspecified)	3	0	-0.3	0.5
COc1ccc(C2(O)CSC3=C(C#N)C(c4ccc(OC(C)C)cc4)CC(=O)N32)cc1 (stereo unspecified)	-21	3	0.0	0.4
CCCC1C(C#N)=C(SCc2cccc([N+](=O)[O-])c2)NC(C)=C1C(C)=O (stereo unspecified)	6	3	-0.1	-0.2
O=C(NCCOc1ccccc1)c1csc(NCCN2CCOCC2)n1	-6	-8	0.0	-0.6
CC(C)c1ccc(C(CC(=O)c2ccccc2)Nc2ccc(I)cc2)cc1 (stereo unspecified)	-2	5	0.0	1.6
Cc1c(C(=O)NCc2ccccn2)sc2ncn(C)c(=O)c12	12	16	-0.1	0.9
Cc1cc(C(=O)Nc2nnc(-c3ccc(F)cc3F)o2)c(C)o1	1	8	0.2	-0.8
CN(Cc1ccccc1)C(=O)c1cc(-c2ccccc2F)no1	-19	-1	0.1	-1.0
CC1=C(C(=O)OC2CCCCCCC2)C(c2ccccc2Cl)NC(=O)N1 (stereo unspecified)	1	7	0.2	-0.2
Cc1ccc(S(=O)(=O)NC2CC(C)(C)N(O)C(C)(C)C2)cc1	4	-3	0.0	0.2
COc1ccc(-c2cncc(-c3ccc(N)cc3)n2)cc1	2	14	0.1	-0.3
COc1ccc2c(c1)OC(C)CN(CCC(=O)NCCc1ccccc1F)C2 (stereo unspecified)	-5	0	-0.2	0.5
Cc1ccc(OCCC(=O)N2CCN(c3ccc(O)cc3)CC2)cc1	-18	-2	-0.1	0.6
NC(=O)c1cc2ccc(O)cc2oc1=Nc1cccc(F)c1	-39	7	-0.1	-3.1
(further entries)
SMILES	TEAD-YAP block	MITF inh	FBW7 activator	GPR151 activ
CCCCC(C(=O)O)N1C(=O)c2cccc([N+](=O)[O-])c2C1=O (stereo unspecified)	-5	13	0.0	0.1
CCOC(=O)C1CCN(C(=O)Nc2ccc([N+](=O)[O-])cc2)CC1	-8	14	0.0	0.1
CCOc1ccc(Oc2ccc(Cl)cc2N)cc1	-10	-9	-0.1	0.7
COC(=O)C1=C(N)Oc2cc(C)n(Cc3ccccc3)c(=O)c2C1c1ccccc1 (stereo unspecified)	-2	-10	0.0	0.1
Cc1cccc(S(=O)(=O)N2CCN(c3ccc(-n4nc(C)c(C)c4C)nn3)CC2)c1	1	-15	0.6	3.0
O=C(NC1CCCC1)c1nn2c(C(F)(F)F)cc(-c3ccc(Br)cc3)nc2c1Br	5	13	0.1	-1.0
CCc1cccc(CC)c1NC(=O)CS(=O)(=O)Cc1ccccc1	-3	-2	0.1	-1.5
O=C1OC(c2cc([N+](=O)[O-])ccc2Cl)=N/C1=C\C=C\c1ccccc1	-3	-15	0.1	2.1
COc1cc(NC(=O)C(c2ccccc2)N2Cc3ccccc3C2=O)cc(OC)c1 (stereo unspecified)	2	-7	-0.2	0.4
CCN(CC)CCCN1C(=O)C2C3C=CC(C2C1=O)C1C2C(=O)N(CCCN(CC)CC)C(=O)C2C31 (stereo unspecified)	8	9	-0.4	0.6
CCCC(c1nnnn1CCOC)N1CCC(C(N)=O)CC1 (stereo unspecified)	-3	-3	0.9	3.4
CCOC(=O)c1c(C)n(-c2ccccc2)c2ccc(OC(=O)c3ccc(-c4ccccc4)cc3)cc12	3	4	-0.1	1.5
COC(=O)c1cc(Br)cc(NC(C)=O)c1	-5	-4	-0.1	-0.8
C=C1C2(C(=O)N3CCN(c4ccccc4F)CC3)CCC(C2)C1(C)C (stereo unspecified)	-3	9	-0.1	-1.0
CC(=O)Nc1nonc1NC(=O)C12CC3CC(CC(C3)C1)C2	8	3	0.0	0.4
CC(C)c1ccc(Nc2nccn3c(-c4cccc(CO)c4)cnc23)cc1	-96	18	1.1	7.3*
O=C(c1ccc(-n2ccnc2)cc1)N1CCCC(CO)(Cc2cccc(Cl)c2)C1 (stereo unspecified)	-13	6	0.7	-0.5
CC(C)(C)NC[C@H](O)c1ccc(O)c(CO)c1	0	1	0.1	0.0
O=C(Cn1cncn1)NCc1cc(F)ccc1F	1	6	0.8	0.9
COc1cc2nc(NCc3ccc4c(c3)OCO4)nc(N)c2cc1OC	8	-2	0.2	2.6
CC1=C(C(=O)OC(C)C)C(c2ccccc2F)C2=C(CC(c3ccc(Cl)cc3)CC2=O)N1 (stereo unspecified)	-3	-18	0.0	-0.3
CC1(C)CC2CC(C)(CN2C2CCC(=O)N(Cc3ccccc3)CC2)C1 (stereo unspecified)	0	12	0.1	0.3
CCOC(=O)c1sc(NC(=O)C(C)Sc2nnc(CNC(=O)c3cccc(OC)c3)n2C)c(C(=O)OCC)c1C (stereo unspecified)	-4	2	0.0	1.7
Cc1cc(C)c(S(=O)(=O)N(C2=NCCS2)S(=O)(=O)c2c(C)cc(C)cc2C)c(C)c1	-11	18	0.6	0.5
CC(Sc1nnc(N)s1)C(=O)N1N=C(c2ccc(Cl)cc2)CC1c1ccco1 (stereo unspecified)	4	-3	0.0	1.1

Some entries already given, showing only FBW7 activator.
smiles,FBW7 activator
Cc1ccccc1OCC(=O)NCC(=O)OCC(=O)c1ccc(Br)cc1,0.3
CN(Cc1ccccc1)C(=O)c1cc(-c2ccccc2F)no1,0.1

Continuation.
SMILES	TEAD-YAP block	MITF inh	FBW7 activator	GPR151 activ
O=[N+]([O-])c1ccccc1OCCCNCc1ccccc1	8	16	0.0	-0.6
Cc1ccc(NC(=O)Cn2cnc3sc4c(c3c2=O)CCCC4)cc1Cl	-1	7	0.4	-0.5
CCOC(=O)N1CCN(C(=O)C2CC(c3ccc(OC)c(OC)c3)=NO2)CC1 (stereo unspecified)	-8	-7	0.0	-0.9
COc1cccc([C@@H]2Oc3ccc(OC)cc3CC2OC(=O)N[C@H]2CCCc3ccccc32)c1 (stereo partly specified)	.	11	0.1	-0.8
COc1ccc(CC(=O)Nc2cc(C)nc3c(C)cc(C)cc23)cc1OC	9	-11	-0.1	-1.7
CCc1noc(C)c1C(=O)N1CCCC(CNC(=O)c2ccc(-c3ccccc3)cc2)C1 (stereo unspecified)	27	13	0.4	1.5
CC(C)(C)c1ncn(-c2ccc(Nc3nccc(-c4cc(F)cc(N5CCOCC5)c4)n3)cc2)n1	0	10	0.2	-1.2
CC(C)CC(=O)NC(C)C(c1cccs1)N1CCOCC1 (stereo unspecified)	4	7	0.2	-0.8
CCC(C)NC(=O)CS(=O)Cc1nc(-c2ccccc2)oc1C (stereo unspecified)	11	8	-0.4	-0.7
O=C(CSc1nnnn1-c1cccc(O)c1)Nc1ccccc1[N+](=O)[O-]	16	6	0.9	0.0
O=C1c2c(Cl)c(Cl)c(Cl)c(Cl)c2C(=O)N1c1ccc(C23CC4CC(CC(C4)C2)C3)cc1	12	-2	-0.1	0.6
COC(=O)C1=CN(Cc2ccc(F)cc2)C=C(C(=O)OC)C1c1cccc(OC)c1	-2	4	1.5	-1.2
Cc1ccc(C)c(NC(=O)c2cc(S(=O)(=O)NCc3ccccc3Cl)ccc2F)c1	-1	1	-0.1	1.7
CC(C(=O)Nc1ccc(Br)cc1)N1CCOCC1 (stereo unspecified)	-5	14	1.0	-2.3
CC(O)(C#CCN1CCCCC1)C1CC1 (stereo unspecified)	-7	-7	0.1	-0.1
CCOC(CNC(=O)c1sc2ncn(Cc3ccccc3F)c(=O)c2c1C)OCC	-11	-9	0.0	-0.2
N#Cc1c(-c2cccc(Br)c2)cc(-c2cccnc2)nc1N	6	12	0.7	0.0
O=[N+]([O-])c1c(C(Cl)Cl)nn(-c2ccccc2)c1N1CCOCC1	-19	6	-0.3	-0.1
COc1ccc2c(c1)CCc1c(C(=O)NCc3ccccc3)noc1-2	3	-7	0.0	0.7
Cc1cc(C)cc(N(CC(=O)Nc2cccc(C(F)(F)F)c2)S(C)(=O)=O)c1	6	2	-0.1	0.6
CC(C)[C@@H]1NC(=O)[C@@H]2C[C@H](NCc3ccccc3)CN2C1=O	-12	-10	-0.1	-0.5
CC1=C(C(=O)OCC2CCCO2)C(c2coc3ccc(Cl)cc3c2=O)C2=C(CC(C)(C)CC2=O)N1 (stereo unspecified)	5	1	-0.1	0.1
O=c1[nH]ncc(N/N=C\c2ccco2)c1Cl	-3	28	-0.1	-1.3
COC(=O)C1=CN(C2CC2)C=C(C(=O)OC)C1c1ccc(OC(F)(F)F)cc1	5	1	-0.1	-0.9
O=C(Cc1cccs1)Nc1nnc(CCc2ccccc2)s1	7	-1	0.0	-0.8
(next part)
SMILES	TEAD-YAP block	MITF inh	FBW7 activator	GPR151 activ
COc1ccc(-c2noc(CN(C(=O)Cc3ccc(C)cc3)C(C)C)n2)cc1	-5	18	0.0	-0.6
Cc1cccc(CSc2nsc(SCc3cccc(C)c3)c2C#N)c1	-9	-10	0.0	-1.1
NC(=O)CCC/C=C\C[C@@H]1[C@@H](/C=C/[C@@H](O)CCc2ccccc2)[C@H](O)C[C@@H]1O	.	-2	.	7.0*
Cc1ccc(N=Cc2ccc(OCC(N)=O)cc2)cc1Cl	3	12	0.0	-1.0
CC(C)CNC(=O)/C(C#N)=C/c1ccc(OCC(=O)NCC2CCCO2)cc1 (stereo unspecified)	-2	10	-0.2	2.3
O=c1nc(/C=C/c2ccc(-c3ccc(F)cc3)o2)cc(C(F)(F)F)[nH]1	21	6	0.5	-1.6
O=C(Cn1nnc(-c2ccccc2)n1)N1CCN(c2ccc(F)cc2)CC1	1	-3	0.1	0.5
CC(C)c1onc(C(=O)NCC2CCCO2)c1[N+](=O)[O-] (stereo unspecified)	8	1	0.3	-0.1
OC1(c2cccnc2)CCN(Cc2nnnn2Cc2ccccc2)CC1	-7	-9	-0.2	-0.1
O=C(Nc1cc(F)ccc1F)C1CC2CCCN2C12C(=O)Nc1ccccc12 (stereo unspecified)	-4	2	0.1	1.7
COC(=O)C1=C(C)N(Cc2ccco2)C(=O)/C1=C\c1cc(C)n(-c2ccccc2F)c1C	-10	72*	-0.3	-0.3
CCOC(=O)c1sc(NC(NC(=O)c2ccco2)(C(=O)OC)C(F)(F)F)nc1C (stereo unspecified)	-10	0	0.2	1.1
Clc1nc(NCc2cccnc2)nc(Nc2ccccc2)n1	-4	-6	0.1	0.8
c1ccc(Nc2nc(Nc3ccccc3)c3ncn(-c4ccsc4)c3n2)cc1	7	11	0.3	1.1
Cn1ccnc1SCc1cc(=O)[nH]c2ccccc12	-8	3	0.1	1.4

Molecules from the list above with a nitro group on carbon (10):
SMILES	TEAD-YAP block	MITF inh	FBW7 activator	GPR151 activ
O=[N+]([O-])c1ccc(/C=N/Nc2nc3ccccc3o2)cc1	-24	-12	0.1	0.8
COc1ccc(S(=O)(=O)Nc2ccc3oc(C)c(C(C)=O)c3c2)cc1[N+](=O)[O-]	10	3	0.1	0.1
CCCC1C(C#N)=C(SCc2cccc([N+](=O)[O-])c2)NC(C)=C1C(C)=O (stereo unspecified)	6	3	-0.1	-0.2
CCCCC(C(=O)O)N1C(=O)c2cccc([N+](=O)[O-])c2C1=O (stereo unspecified)	-5	13	0.0	0.1
CCOC(=O)C1CCN(C(=O)Nc2ccc([N+](=O)[O-])cc2)CC1	-8	14	0.0	0.1
O=C1OC(c2cc([N+](=O)[O-])ccc2Cl)=N/C1=C\C=C\c1ccccc1	-3	-15	0.1	2.1
O=[N+]([O-])c1ccccc1OCCCNCc1ccccc1	8	16	0.0	-0.6
O=C(CSc1nnnn1-c1cccc(O)c1)Nc1ccccc1[N+](=O)[O-]	16	6	0.9	0.0
O=[N+]([O-])c1c(C(Cl)Cl)nn(-c2ccccc2)c1N1CCOCC1	-19	6	-0.3	-0.1
CC(C)c1onc(C(=O)NCC2CCCO2)c1[N+](=O)[O-] (stereo unspecified)	8	1	0.3	-0.1
